bCat KO growth = primary screen for growth suppressors in beta-catenin knockout HCT116 cells (colon tumor, human). HCT116 beta-catenin knockout viability, CellTiter-Glo, 60 h; hits give low values. viability, % at 10 µM. 140,000 compounds, 1.5% hits;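 active means viability at or under a set limit, the compound median less 4 SD, cut at about 6% in these data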;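 further: 0% = Hyamine 1622 control at 20 µM and 100% = untreated cell control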
GALR2 antag = GALR2 antagonists in receptor-expressing cells, primary screen. Galanin receptor type 2 (Homo sapiens), O43603. antagonist mode. inhibition, % at 4 µM. 140,000 compounds, 0.39% hits. AID 828, 2007; in the data active means inhibition above about 27%;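 further: cells stimulated with galanin 1-16 at roughly its EC80; 0% = agonist challenge control and 100% = basal control without agonist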
Target sequence (O43603 whole entry, looked up): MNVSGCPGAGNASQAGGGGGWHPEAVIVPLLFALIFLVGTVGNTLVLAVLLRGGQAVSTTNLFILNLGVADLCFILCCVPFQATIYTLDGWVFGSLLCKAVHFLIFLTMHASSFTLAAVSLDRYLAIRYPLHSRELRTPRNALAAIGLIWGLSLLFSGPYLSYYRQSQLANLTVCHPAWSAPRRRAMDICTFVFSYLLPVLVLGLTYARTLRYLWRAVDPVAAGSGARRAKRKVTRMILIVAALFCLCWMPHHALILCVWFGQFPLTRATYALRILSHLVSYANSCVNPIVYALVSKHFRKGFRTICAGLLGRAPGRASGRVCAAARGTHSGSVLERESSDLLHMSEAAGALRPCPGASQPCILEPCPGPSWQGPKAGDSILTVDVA
E-sel TNF inh = E-selectin induction blockers in HUVEC – imaging, immunofluorescence, high content, primary screen; HUVEC TNFa-induced E-selectin immunofluorescence; inhibition, % at 2 µM; 120,000 compounds, 0.71% hits; AID 1246, 2008;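 active means inhibition above the batch mean plus 3 SD, and confirmed as a hit on visual image review, cut at about 43% in these data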;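 further: 0% = TNF-stimulated DMSO wells and 100% = unstimulated control wells; not every result past the cut was called active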
Measles CPE = compounds protecting cells from measles virus cytopathic effect, primary screen, measles RdRp inhibitor project, single point, MLSMR library, absorbance; Measles virus-infected cells, CPE protection; protection (pct of control), % at 4 µM; 140,000 compounds, 1.5% hits; in the data active means protection mostly above about 24%, no sharp cut-off; inactive means mostly below about 26%; further: some compounds called inactive have numbers as strong as hits
NPY-Y2 antag = NPY-Y2 receptor antagonists, primary screen, cell-based; inhibition, % at 2.7 µM; 140,000 compounds, 0.99% hits; NPY-Y2 expressing cells, antagonist mode; Neuropeptide Y receptor type 2 (Homo sapiens), P49146; in the data active means inhibition above about 17%;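 further: 0% = vehicle with agonist challenge and 100% = reference antagonist with challenge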
Target sequence (P49146 whole entry, looked up): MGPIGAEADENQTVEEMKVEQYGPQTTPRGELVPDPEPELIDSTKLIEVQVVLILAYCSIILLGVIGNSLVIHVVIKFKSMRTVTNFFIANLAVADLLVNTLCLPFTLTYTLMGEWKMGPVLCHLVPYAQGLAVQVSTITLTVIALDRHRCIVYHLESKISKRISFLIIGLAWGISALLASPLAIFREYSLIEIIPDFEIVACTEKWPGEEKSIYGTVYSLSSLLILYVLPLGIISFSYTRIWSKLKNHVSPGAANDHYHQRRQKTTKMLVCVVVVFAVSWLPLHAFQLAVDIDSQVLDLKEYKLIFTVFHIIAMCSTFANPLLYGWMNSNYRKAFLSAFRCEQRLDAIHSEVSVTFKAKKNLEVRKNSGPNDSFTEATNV
Phagocytosis inh = inhibitors of macrophage phagocytosis, primary screen, imaging, J774A.1 cells, IgG beads; J774A.1 macrophage IgG-bead phagocytosis; inhibition, % at 5 µM; 110,000 compounds, 0.07% hits;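 active means inhibition above the mean of the plate negative controls plus 5 SD, cut at about 13% in these data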;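 further: phagocytic index as fraction of beads internalized from green versus red external bead signal; plate controls were DMSO negative control for no effect and cytochalasin-D positive control for full effect; some results beyond the cut were filed as inactive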
Yeast life ext = compounds extending yeast replicative lifespan, primary screen, S. cerevisiae, OD615 | S. cerevisiae growth with nicotinamide; deaD strain in restrictive glucose medium | inhibition of the nicotinamide effect, % at 10 µM | 130,000 compounds, 0.68% hits | AID 775, 2007;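 active means inhibition above a set limit, placed 3 SD over the median of all compounds, cut at about 26% in these data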;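 further: 0% = nicotinamide-treated wells and 100% = cells grown without nicotinamide; some compounds called inactive have numbers as strong as hits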
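Buffer or medium: CSMM-D glucose medium, restrictive; test system: modified budding yeast, DeaD strain; compound: single dose 10 µM compound, 0.25% DMSO; schedule: culture preincubation 4 h, compound exposure 48 h, both 30 °C; detection: optical density (absorbance) at 615 nm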
MRP-1 activ = H69AR viability gain despite doxorubicin, primary screen, MRP-1 activator project, H69AR cells, CellTiter-Glo. viability increase, % at 10 µM. viability rescue. 140,000 compounds, 0.61% hits. AID 799, 2007;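 active means viability gain under doxorubicin at or above a set limit, the compound median plus 3 SD, cut at about 4.7% in these data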;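 further: MRP-1 overexpressing cells given doxorubicin 25 µM after compound pretreatment; 18-22 h compound pretreatment then 72 h with doxorubicin before readout; 0% = doxorubicin-only wells and 100% = vehicle-treated cells without doxorubicin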
PTEN del growth = growth suppression of PTEN-null HCT116, primary screen, cell-based, CellTiter-Glo | HCT116 PTEN-null viability, 60 h; hits give low values | viability, % at 10 µM | 140,000 compounds, 1.2% hits;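 active means viability at or below a set limit, 4 SD under the median of all tested compounds, cut at about 3.7% in these data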;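 further: PTEN knockout HCT116 line with beta catenin targeted HCT116 as companion control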
BB579 growth dn = growth inhibitors of yeast BB579 in restrictive medium, primary screen, yeast lifespan-shortening project, S. cerevisiae. 140,000 compounds, 0.51% hits. AID 804, 2007. inhibition, % at 10 µM. OD615, 48 h;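 active means inhibition above a set limit, 3 SD over the mean compound inhibition, cut at about 44% in these data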; further: inactives centre near -24
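Test system: S. cerevisiae DeaD strain BB579 yeast; Medium: restrictive CSMM-D medium; Compound: one dose, 10 µM compound with 0.25% DMSO; Incubation: 4 h cell preincubation, 48 h compound exposure, 30 °C humidified; Signal: OD at 615 nm; Benchmarks: amphotericin B at 10 µg/mL as positive control.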
Numbers without * were called inactive; . = not tested or not shown.

SMILES	bCat KO growth	GALR2 antag	E-sel TNF inh	Measles CPE	NPY-Y2 antag	Phagocytosis inh	Yeast life ext	MRP-1 activ	PTEN del growth	BB579 growth dn
O=C(NCC1CCCO1)c1ccc(COc2ccc(Br)cc2)cc1 (stereo not given)	43	9	.	14	1	-1	-2	-0.5	50	18
O=C(CC1CCCCC1)NCc1ccccn1	89	4	-9	19	0	-1	-11	-0.9	98	1
O=C(Nc1ccc(Cl)cc1)Nc1cc([N+](=O)[O-])ccc1F	87	-2	.	4	-2	-5	-2	3.9	82	-50
CCOC(=O)c1[nH]c(C)c(C(=O)NC(C)(C)C)c1C	93	1	.	24	2	-3	-10	-2.0	94	3
CCOc1ccc2[nH]c(=O)c(CN(CCO)C(c3nnnn3C3CCCCC3)C(C)C)cc2c1 (stereo not given)	80	15	-20	16	10	.	9	-4.6	72	-14
CC(C)NC(=O)c1cc(-c2cccs2)on1	106	2	23	1	2	-1	-9	-3.5	106	-13
O=C(c1c[nH]c2ccccc12)C(O)C(c1ccccc1)N1CCOCC1 (stereo not given)	95	7	19	9	0	-1	-9	-2.4	90	-34
CC(NC(=O)c1cccnc1)C(c1cccs1)N1CCN(C)CC1 (stereo not given)	103	8	.	5	1	0	-10	-0.2	104	-31
CC(C)(C)C(=O)N1CCc2cc(-c3csc(N)n3)ccc21	93	0	12	23	2	.	-21	-3.0	86	-40
CCOC(=O)N1CCc2c(sc(NC(=O)c3ccc(S(=O)(=O)N4CCCC4)cc3)c2C#N)C1	83	4	-22	12	0	.	-1	-2.8	77	-52
Cc1nc2c(C)cccn2c1/C(O)=C1\C(=O)C(=O)N(CCN2CCOCC2)C1c1ccncc1 (stereo not given)	103	5	-11	33	2	.	-20	-1.7	90	-18
CC1=C(C(=O)Nc2ccccc2)C(c2ccco2)C(C#N)=C(SCC(N)=O)N1 (stereo not given)	54	-17	.	24	0	0	-17	-0.4	63	-9
N#Cc1ccc2ccn(CC(=O)NCc3ccccc3)c2c1	26	7	-28	8	3	5	-12	-5.3	25	-40
Cc1ccc(-c2nc(CS(=O)(=O)CC(=O)N3CC(C)CC(C)C3)c(C)o2)cc1 (stereo not given)	80	3	-5	0	3	0	4	-1.0	82	-24
CC(=O)N1CCCc2cc(S(=O)(=O)N3CCc4ccccc4C3)ccc21	100	18	-65	6	2	0	-15	-2.9	77	-22
Cn1c(CC(=O)Nc2ccc(Cl)c(Cl)c2)nnc1SCC(=O)N1CCN(c2ccccc2)CC1	82	-2	-11	26	-2	2	-9	-0.4	75	-33
COc1ccc(NS(=O)(=O)c2ccc(Oc3ncccn3)cc2)cc1	91	5	28	2	1	-1	-11	-1.0	79	-48
COc1cc(/C=N\NC(=O)c2sc(N)nc2C)cc(OC)c1OC	90	0	-54	8	3	2	-7	-4.2	100	-19
Cc1cc(C(=O)N/N=C2\CCCc3ccccc32)c(C)o1	92	2	.	3	4	-4	-5	1.5	91	9
N#CC(C#N)=Cc1ccc(OC(=O)c2ccccn2)cc1	90	5	14	15	1	-14	12	2.2	102	-18
Cc1ccc(C(=O)COC(=O)c2ccc(-c3cnc4ccccc4n3)cc2)cc1C	86	-9	-24	19	1	-9	1	-0.1	86	-20
CS(=O)(=O)N1CCN(c2ccccc2F)CC1	99	-7	-12	11	2	0	-10	-0.9	97	3
CCOc1ccccc1NC1=C(Cl)C(=O)N(c2ccc(OC)cc2)C1=O	99	7	.	10	2	0	-3	-1.0	100	-27
Cc1cc(C(=O)Nc2c(C)n(C)n(-c3ccccc3)c2=O)on1	92	-4	.	8	1	-1	-4	0.8	107	-29
CCc1cc(C(=O)OC)c(NC(=O)CC2Sc3ccc(C(F)(F)F)cc3NC2=O)s1 (stereo not given)	97	7	2	11	4	-8	4	-2.0	96	-32
CN1CCN(C(=O)c2ccc(S(=O)(=O)c3ccc(Br)cc3)cc2)CC1	73	15	.	5	-2	-1	-17	-1.3	78	13
COCCOC(=O)c1[nH]c2c(c1C)C(=O)CC(c1cc(OC)ccc1OC)C2 (stereo not given)	40	7	-14	10	5	0	-1	-4.3	31	-49
Nc1ccccc1Nc1ccc([N+](=O)[O-])cc1[N+](=O)[O-]	93	-2	9	12	10	-6	1	-0.5	85	-25
Cc1cc(C)c2c(=O)c3c(oc2c1)C(=O)N(CCO)C3c1cccc(O)c1 (stereo not given)	95	0	.	3	2	0	1	-0.8	96	-26
COCc1cc(C)nc(OCC(=O)N/N=C/c2ccc(OC)c(O)c2)c1C#N	89	3	14	4	2	.	-3	-2.0	98	-34
O=C(NC(=S)NNS(=O)(=O)c1ccccc1)c1ccccc1[N+](=O)[O-]	100	3	.	40	1	-3	5	0.1	96	-10
O=C1CCC(=O)N1c1nc2nc(-c3ccccc3)cc(=O)n2[nH]1	88	2	-9	4	3	-3	0	-2.5	93	-11
Cc1cccc(C)c1OCC(O)CNS(=O)(=O)c1ccccc1C(=O)N1CCOCC1 (stereo not given)	89	6	-19	20	-1	.	-1	-1.7	87	-12
CC(OC(=O)c1cccs1)C(=O)NCc1ccco1 (stereo not given)	100	-12	4	15	1	-1	-9	-2.4	92	18
O=C(Nc1nc(COc2ccccc2)cs1)C1CCC1	52	6	-9	5	1	.	.	-0.6	67	-13
COC(=O)CN1C2(C#N)CCCCC2CC2CCCCC21C#N (stereo not given)	102	6	.	50	4	1	-5	-3.0	97	-11
Cc1ccc(N2CCN(c3ccc(C)cc3)C2c2ccccn2)cc1	97	11	-35	15	1	0	3	-3.3	95	-21
N#Cc1cccc(-c2nnc(SCc3ccccc3C#N)o2)c1	86	1	.	4	5	2	-15	-0.2	100	-46
COc1ccc2sc(N3C(=O)C4CC=C(C)CC4C3=O)nc2c1 (stereo not given)	95	8	9	0	4	-1	-5	-1.3	103	-48
CCc1c(C(=O)NC2CCCC2)csc1C	93	1	-5	2	4	1	-5	-2.0	95	-36
Cn1c(=O)c(C(=O)CSc2nnc(Nc3ccccc3)s2)c(N)n(Cc2ccccc2)c1=O	44	-8	20	18	3	-1	-2	-2.3	12	-21
C=CCOc1ccc(Br)cc1/C=N/O	77	-2	-19	13	11	-1	-18	-3.0	83	-21
COCC(C)NC(=O)C1CC(c2cccc(Br)c2)=NO1 (stereo not given)	92	-2	3	7	1	-1	-14	-0.7	84	-16
CC1=CC(C)(C)N(S(=O)(=O)c2ccc(C)cc2)c2ccccc21	18	-8	-3	-1	20*	.	12	-4.2	16	-37
COc1ccc(C(CC(=O)O)NC(C)=O)cc1OC (stereo not given)	87	-11	.	7	1	-1	-2	-2.1	93	6

3 entries from above, set out differently:
| SMILES | bCat KO growth | GALR2 antag | E-sel TNF inh | Measles CPE | NPY-Y2 antag | Phagocytosis inh | Yeast life ext | MRP-1 activ | PTEN del growth | BB579 growth dn |
| --- | --- | --- | --- | --- | --- | --- | --- | --- | --- | --- |
| Cn1c(=O)c(C(=O)CSc2nnc(Nc3ccccc3)s2)c(N)n(Cc2ccccc2)c1=O | 44 | -8 | 20 | 18 | 3 | -1 | -2 | -2.3 | 12 | -21 |
| O=C(NC(=S)NNS(=O)(=O)c1ccccc1)c1ccccc1[N+](=O)[O-] | 100 | 3 | . | 40 | 1 | -3 | 5 | 0.1 | 96 | -10 |
| Cc1cccc(C)c1OCC(O)CNS(=O)(=O)c1ccccc1C(=O)N1CCOCC1 (stereo not given) | 89 | 6 | -19 | 20 | -1 | . | -1 | -1.7 | 87 | -12 |

Continued.
SMILES	bCat KO growth	GALR2 antag	E-sel TNF inh	Measles CPE	NPY-Y2 antag	Phagocytosis inh	Yeast life ext	MRP-1 activ	PTEN del growth	BB579 growth dn
c1cc(C2OCCN2CC2COC3(CCCC3)O2)ccn1 (stereo not given)	99	-5	7	5	1	-1	-13	-1.4	99	-32
COC(=O)CC1=C(C(=O)OC)C(c2ccncc2)C(C#N)=C(N)O1 (stereo not given)	103	8	19	3	2	3	12	-0.5	135	-39
Cc1nnc(NC(=O)CSc2cn(Cc3ccccc3)c3ccccc23)s1	86	10	.	13	4	0	-6	-0.7	82	-69
CCn1c(SCC(=O)NC2CCCC2)nnc1-c1c[nH]c2ccccc12	96	-2	-11	6	3	-1	-5	-0.5	97	-21
CC(=O)c1cccc(S(=O)(=O)NC2CCCCCC2)c1	97	-1	35	7	0	-8	-1	0.3	98	7
COC(=O)Cc1[nH]nc2c1C1(C(=O)N(Cc3ccc(Cl)cc3)c3ccccc31)C(C#N)=C(N)O2 (stereo not given)	24	11	-35	6	-2	0	-19	-4.7	35	-38
CCC1(C)Cc2c(sc3[nH]c(=S)n(Cc4ccccc4)c(=O)c23)CO1 (stereo not given)	52	14	7	26	1	0	1	-3.9	65	-41
CCOc1ccc(N2C(=O)CC(NCCc3ccncc3)C2=O)cc1 (stereo not given)	92	-2	-19	6	0	-2	20	-0.5	97	-30
CCN(C(=O)COC(=O)c1ccccc1SCC(=O)NC1CCCCCCC1)C1CCS(=O)(=O)C1 (stereo not given)	94	15	.	5	5	-1	2	-1.2	101	-8
Cc1ccc(CC(NC(=O)c2ccccc2)C(=O)N2CCCC2C(=O)O)cc1 (stereo not given)	27	-9	3	5	2	-2	7	0.7	22	-22
Cc1nnc(NC(=O)c2ccccc2C(=O)O)s1	101	11	26	24	-1	2	-21	-0.6	96	-23
CC(C)(Oc1ccc(Cl)cc1)C(=O)N1CCN(c2ccccn2)CC1	79	-9	-18	3	3	.	4	-3.5	69	-29
Cc1cc(C)c(C#N)c(SCc2nnc(-c3ccccc3)o2)n1	67	-9	.	15	6	-6	2	1.4	73	-12
COc1ccccc1-c1c(C)nn2c(N3CCC(C(N)=O)CC3)cc(C)nc12	105	1	.	9	3	0	-12	-1.8	96	-1
CC(C)Nc1nc(NC(C)C)nc(N(C)C(N)=O)n1	100	-16	31	8	1	0	-7	-1.2	89	-21
O=C(c1ccc(F)cc1)c1cn[nH]c1-c1ccccc1O	110	6	.	10	-2	-1	46	-1.5	104	-49
COc1ccc(C2OC(=O)CC2C(=O)NC(C)C)cc1 (stereo not given)	94	-6	-19	9	1	-2	-1	-1.9	94	-8
Cc1ccc(S(=O)(=O)n2nc(OC(=O)c3c(-c4ccccc4Cl)noc3C)cc2N)cc1	104	-1	.	8	-2	1	-5	-3.4	97	-13
O=C(NCc1ccccc1Cl)c1ccc2nc[nH]c2c1	93	-4	8	9	0	-5	-1	-0.8	108	-24
O=C(NC(=S)N1CCc2ccccc21)c1ccccc1Br	91	-4	-8	13	1	-1	27*	0.9	101	-24
COc1ccc(CCNC(=O)CSCc2ccc(Cl)cc2)cc1OC	101	7	-11	7	1	.	1	5.0*	97	11
Cc1ccc(N(CC(=O)Nc2ccccc2C(=O)N2CCOCC2)S(C)(=O)=O)cc1	95	0	-9	25	0	.	.	0.9	98	-48

Assay outcomes: PubChem, several laboratories
